Source: PubChem
NR2F2 inh = blocks human COUP-TFII nuclear receptor; AID 686940; hit rate 0.7% among 370,000; HEK293T NGFI-A luciferase reporter, luminescence; P24468; inhibition, % at 8.6 µM;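 active means inhibition above a per-plate cutoff, mean inhibition of test wells between control levels plus 3 SD, cut at about 38% in these data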;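 further: cells cotransfected with COUP-TFII expression vector driving the NGFI-A reporter; 0% = median of COUP-TF2 test wells and 100% = reporter-only cells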
EBV LMP1 NFkB = inhibitors of Epstein-Barr LMP1-induced NF-kappaB reporter; LMP1-induced NF-kappaB luciferase reporter cells, luminescence; inhibition, % at 12.5 µM; hit rate 0.69% among 350,000; AID 504558; in the data active means inhibition above about 41%;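 further: 0% = neutral control wells and 100% = reference inhibitor control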
NCOA1 inh = inhibits human SRC1 coactivator. Q15788. HEK293 GAL4-SRC1 luciferase reporter, luminescence. inhibition, % at 3.6 µM. hit rate 0.12% among 360,000. AID 588354;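 active means inhibition above the campaign mean plus 3 SD, with each screening campaign given its own cutoff, cut at about 60% in these data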;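 further: 0% = DMSO treated cells and 100% = gossypol at 36 µM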
MC4R barr agon = agonists of human melanocortin 4 receptor (MC4R) beta-arrestin. activation, % at 8.9 µM. U2OS MC4R beta-arrestin complementation, luminescence; percent of melanotan II response, DMSO zero. P32245. hit rate 0.98% among 360,000;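 active means activation above a per-plate cutoff, the mean activation of sample wells on that plate plus 3 SD, cut at about 8% in these data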
NCOA3 inh = inhibits human SRC3 coactivator; HEK293 GAL4-SRC3 luciferase reporter, luminescence; inhibition, % at 3.6 µM; hit rate 0.17% among 360,000; AID 588352;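 active means inhibition above a per-campaign cutoff, the mean of all compounds plus 3 SD, cut at about 60% in these data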;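 further: 0% = DMSO-treated cells and 100% = gossypol-treated cells at 36 µM; higher means less SRC3-driven luciferase light from the GAL4 reporter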
MC4R antag cAMP = human MC4R antagonism in cAMP assay; MC4R-expressing cells, MTII-stimulated cAMP, LANCE TR-FRET; P32245; inhibition, % at 6.5 µM; hit rate 0.48% among 360,000;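 active means inhibition above its plate's cutoff, the mean of tested wells on that plate plus 3 SD, cut at about 29% in these data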;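 further: 0% = Melanotan II alone and 100% = Melanotan II plus saturating MCL0020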
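Material – human MC4R-expressing U2OS cells · Repeats – no replicates · Detection – TR-FRET with Eu-cAMP and labeled anti-cAMP, 671 nm · Times – compound 30 min, challenge 1 h, detection 1 h · Compound – single nominal compound dose of 6.5 µM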
NCOA2 inhibitor = inhibits human steroid receptor coactivator 2. Q15596. HEK293 GAL4-SRC2 luciferase reporter, luminescence. inhibition, % at 9 µM. hit rate 0.17% among 370,000. AID 651957;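 active means inhibition above the mean inhibition of all tested compounds plus 3 SD, set per campaign, cut at about 52% in these data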;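 further: 0% = DMSO treated cells and 100% = cells given Gossypol at 36 µM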
NR5A2 inv ag = inverse agonists of human LRH-1 (NR5A2); O00482; HEK293T StAR-luciferase reporter, LRH-1 transfected, 24 h; inhibition, % at 3.6 µM; hit rate 0.13% among 360,000; AID 602396;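 active means inhibition above the mean inhibition of all tested compounds plus 3 SD, cut at about 73% in these data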;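 further: 0% = DMSO wells and 100% = reporter-only cells lacking LRH-1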
TLR9-MyD88 block = blocks human TLR9 binding to MyD88 | Q9NR96+Q99836 | hit rate 0.21% among 340,000 | inhibition, % at 4.98 µM | CHO BLA complementation TLR9-MyD88, CCF4 FRET ratio;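 active means inhibition above the mean over all tested compounds plus 3 SD, cut at about 21% in these data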;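 further: 0% = DMSO only wells and 100% = clavulanate BLA inhibitor control wells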
NOD2-RIPK2 inh = inhibitors of human NOD2-RIPK2 interaction; CHO BLA complementation NOD2-RIPK2, CCF4 ratio; inhibition, % at 4.98 µM; hit rate 0.38% among 360,000; AID 624267; in the data active means inhibition above about 21%;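 further: 0% = vehicle only and 100% = reference blocker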
ABHD5 PLIN5 PPI = blocks binding of human ABHD5 to perilipin-5. Q00G26+Q8WTS1. Split G. princeps luciferase complementation, luminescence, 4 h. inhibition, % at 4 µM. hit rate 0.78% among 360,000;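 active means inhibition above the mean inhibition across every tested compound plus 3 SD, cut at about 22% in these data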;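 further: 0% = DMSO only wells and the 100% control is not disclosed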
* hit, by the source's call; . = not tested or not shown.

SMILES | NR2F2 inh | EBV LMP1 NFkB | NCOA1 inh | MC4R barr agon | NCOA3 inh | MC4R antag cAMP | NCOA2 inhibitor | NR5A2 inv ag | TLR9-MyD88 block | NOD2-RIPK2 inh | ABHD5 PLIN5 PPI
O=C(CCN1C(=O)/C(=C/c2ccc(F)cc2)SC1=S)NCCCn1ccnc1 | 19 | 0 | 1 | -0.6 | -44 | -10 | -1 | 7 | 5 | -2 | -10
O=C(COC(=O)COc1ccc2ccccc2c1)NC1CCCc2ccccc21 (stereo unspecified) | 7 | 0 | -3 | -0.3 | 9 | 6 | -18 | -2 | -7 | 14 | -1
C/C(=N\Nc1ccc([N+](=O)[O-])cc1[N+](=O)[O-])c1ccc(-n2nncc2C(C)(C)C)cc1 | 7 | 10 | -15 | -2.1 | 5 | 10 | 8 | -1 | 2 | 0 | -2
CNC(=S)NNC(=O)c1sccc1C | 5 | 4 | 0 | -2.9 | 4 | 11 | -44 | -24 | 2 | -3 | -7
N#Cc1ccc(Cl)cc1NC(=O)CNc1cccc(S(=O)(=O)N2CCCC2)c1 | 3 | -10 | -7 | -1.1 | 2 | 9 | -24 | -3 | -6 | -9 | 2
O=C(CNS(=O)(=O)c1cccc2nsnc12)NC1CCCCC1 | 6 | 9 | -1 | 0.5 | -2 | 12 | -13 | -13 | -1 | -2 | -4
CC(=O)Oc1ccccc1N1C(=O)c2ccc(C(=O)O)cc2C1=O | -4 | 4 | -7 | 1.9 | -10 | 17 | -11 | 10 | -10 | -6 | 5
CCOC(=O)C1(CCOC)CCN(C2C3CC4CC(C3)CC2C4)CC1 (stereo unspecified) | 1 | 11 | -2 | -2.4 | 2 | 9 | 2 | 1 | -7 | -8 | -4
Cc1c(N/C(=N/S(=O)(=O)c2cc([N+](=O)[O-])ccc2Cl)c2ccccc2)c(=O)n(-c2ccccc2)n1C | 9 | -12 | 12 | -1.9 | 11 | -1 | 20 | 3 | 10 | -3 | 1
O=S(=O)(c1cccc(COc2ccc(Cl)cc2Cl)c1)N1CCOCC1 | 1 | -6 | 6 | -1.9 | 2 | -3 | -2 | 4 | -6 | -9 | -4
Cn1c(CCNS(=O)(=O)c2ccc(F)cc2)nnc1SCc1cccnc1 | -10 | 2 | -38 | 2.2 | -1 | 10 | -18 | -11 | 0 | -2 | -2
CN(CC(=O)Nc1cccc(F)c1)C(=O)CCc1nc2cc(S(=O)(=O)N3CCOCC3)ccc2n1C | -4 | 4 | 1 | -2.4 | 1 | 4 | 3 | 4 | 2 | 3 | 5
c1ccc(N=NN2CCOCC2)cc1 | 3 | -7 | -2 | -2.3 | -24 | 9 | -39 | -11 | 7 | 1 | -6
COc1cc(CNC(=O)c2ccc3c(c2)S(=O)(=O)c2ccccc2C3=O)cc(OC)c1 | -13 | 6 | 9 | -1.8 | 7 | -2 | 18 | 23 | 1 | -3 | -5
O=C(CSc1ncnc2sc3c(c12)CCCCC3)NCc1ccco1 | 9 | 1 | -18 | -0.3 | 29 | -11 | 6 | 2 | -2 | -2 | 9
CCOC(=O)C1CCCCN1Cc1cn[nH]c1-c1ccc(F)cc1F (stereo unspecified) | 11 | -3 | -19 | -2.8 | 17 | 2 | -35 | 9 | -12 | -9 | -3
CC(C)c1c(C(=O)N/N=C/c2ccc(C(F)(F)F)cc2)nnn1-c1nonc1N | -23 | -7 | -3 | 2.8 | 7 | 2 | -20 | 4 | -3 | -8 | -11
O=C(NCCc1cccc(F)c1)C1CCN(S(=O)(=O)c2ccccc2)CC1 | -11 | -5 | 4 | -3.0 | -16 | 7 | 3 | -5 | -6 | 2 | -7
COc1cccc(N2CCN(c3ccc4nnc(CCC(=O)Nc5ccc(F)cc5)n4n3)CC2)c1 | -8 | -4 | 7 | -0.4 | -2 | 5 | 3 | 3 | 2 | 1 | -1
S=C1SCCCN1Cc1ccc(Cl)cc1 | 6 | 3 | 3 | -0.7 | -10 | 1 | 21 | -12 | -1 | -3 | 7
CN(C)c1nc(Nc2ccc(Cl)cc2)nc(OCC#N)n1 | -1 | -3 | -14 | -2.3 | -1 | -6 | -2 | 10 | -1 | -7 | -2
COc1ccc(Nc2nc(N(C)c3ccccc3)nc(N)c2[N+](=O)[O-])cc1 | -16 | 2 | -1 | 4.1 | -4 | 8 | 12 | -2 | 6 | 6 | 0
C=CCn1cc(C(=O)OC)c(=O)c2cc(S(=O)(=O)N(CC)CC)ccc21 | 16 | 19 | 5 | -1.7 | 16 | 9 | -29 | 3 | -10 | -6 | -7
CCC(CC)C(=O)N(C)c1c(C)nc2c(OCc3ccc(F)c(F)c3)cccn12 | 12 | . | -47 | -0.4 | 1 | 12 | 5 | -9 | . | -5 | -2
CS(=O)(=O)Nc1cccc(C(=O)OCCCOc2ccc(F)cc2)c1 | 10 | 2 | -11 | -0.3 | 15 | -3 | -25 | 1 | 11 | -4 | 1
New compounds follow.
SMILES | NR2F2 inh | EBV LMP1 NFkB | NCOA1 inh | MC4R barr agon | NCOA3 inh | MC4R antag cAMP | NCOA2 inhibitor | NR5A2 inv ag | TLR9-MyD88 block | NOD2-RIPK2 inh | ABHD5 PLIN5 PPI
CNC(=O)C12N=CNN=C1N(C)C(=O)N2C (stereo unspecified) | 13 | 6 | -28 | -1.6 | 16 | -1 | 1 | 12 | 3 | -8 | 2
FC(F)(F)c1nc2ccccc2n2c(-c3ccc(Cl)cc3Cl)nnc12 | 17 | -4 | -19 | 1.9 | 8 | 28 | 4 | 6 | -6 | -9 | 2
CC(C)(C)c1cc(CCC(=O)NN)cc(C(C)(C)C)c1O | -9 | 5 | 10 | -1.7 | 13 | 7 | -3 | 5 | -4 | -20 | 3
Cc1cc(OCCCCCn2ccnc2)cc(C)c1Cl | 10 | -6 | -1 | -2.2 | 22 | 4 | -8 | 4 | 5 | -1 | 9
COc1cc(/C=C/C(=O)N2CCN(c3n[nH]c(=O)[nH]c3=O)CC2)cc(OC)c1OC | 13 | 10 | 11 | 1.0 | 7 | -7 | -17 | 11 | -3 | -12 | 8
Cc1ccc(CCNC(=O)C2CCCN(S(=O)(=O)c3cnc[nH]3)C2)cc1 (stereo unspecified) | -11 | -6 | -8 | -0.5 | 10 | 7 | -25 | 11 | 2 | -4 | 5
CCCc1cc(=O)[nH]c(SCCOc2ccc(Cl)cc2)n1 | -16 | 1 | 3 | 1.9 | 12 | 11 | 6 | 2 | 1 | 15 | -3
O=C(Nc1ccc(Cl)cc1)c1cc(-c2cccs2)on1 | -11 | -23 | -5 | -0.7 | 9 | 0 | -4 | 5 | -16 | -1 | 3
CCN(CC)CCN(C(=O)c1ccccc1OC)c1nc2ccc(F)cc2s1 | 0 | -2 | 13 | 0.4 | 19 | 16 | 12 | 1 | 1 | 5 | 20
COC(=O)CCCC1=CC2=CC(=O)C(C)(OC(=O)c3cccs3)C(=O)C2=CN1C1CC1 (stereo unspecified) | -7 | -2 | -2 | 0.2 | -8 | 4 | -8 | 2 | -14 | 2 | -20
COc1ccc([C@H]2CC(=O)C=C(c3ccc4ncccc4c3)C2)cc1 | -3 | -25 | -17 | -3.1 | -37 | -10 | 6 | -34 | -7 | -5 | 5
COc1ccc(-n2c(CNc3ccc(C)cc3)nnc2SCC(=O)Nc2nc(-c3ccccc3)cs2)cc1 | 12 | -12 | 8 | 0.8 | -1 | -7 | -12 | 14 | -6 | 2 | 11
CC(NC(=O)CCNC(=O)N1CCn2c1nc1ccccc12)c1ccccc1 (stereo unspecified) | 29 | 3 | -13 | -1.0 | 7 | 15 | 14 | -1 | 1 | -7 | 3
CCOC(=O)c1c(C)[nH]c(=S)c(C#N)c1-c1ccc(Cl)cc1 | -4 | 0 | -11 | -3.2 | 6 | 16 | -3 | -9 | -1 | -10 | -10
CS(=O)(=O)N1CCCC(C(=O)NCc2ccc(F)cc2Cl)C1 (stereo unspecified) | -2 | 4 | 0 | -1.5 | -9 | 2 | 4 | -24 | -1 | -2 | 9
FC(F)(F)c1cc(Cl)c2nc(-c3cccc(Cl)c3)c(Cc3cccc(Cl)c3)n2c1 | -26 | . | . | . | . | . | -3 | 14 | . | -5 | -4
CC1(C)CC(O)(CCNCc2ccc3c(c2)OCO3)CCO1 (stereo unspecified) | -1 | 4 | -3 | -1.2 | 11 | 2 | -4 | 1 | 0 | 2 | 8
CC1(c2nnc(-c3cccc(Cl)c3)o2)CC(c2ccc(Cl)cc2)=NO1 (stereo unspecified) | 4 | -5 | -7 | -1.1 | -8 | -3 | -22 | 6 | 5 | -11 | 5
Cn1nc(C(=O)NNC(=O)c2ccc(Cl)cc2)ccc1=O | 16 | 1 | 3 | -2.5 | 4 | -1 | 4 | 28 | 8 | -3 | 8
Cc1ccccc1C(=O)N1CCN(c2ncnc3c2cnn3-c2ccccc2)CC1 | -3 | 29 | 8 | -2.7 | -16 | 4 | 21 | 12 | -4 | 1 | -6
COc1cccc(CC(=O)Nc2ccc3c(c2)c(=O)n(C)n3-c2ccc(C(C)(C)C)cc2)c1 | 4 | . | -5 | 2.5 | -37 | 7 | 30 | -2 | . | 7 | -2
CCC1C(=O)c2ccccc2N(C)C1=O (stereo unspecified) | 9 | 16 | 0 | -1.2 | -1 | 5 | -18 | 7 | 1 | -6 | 4
O=C(N/N=C/c1cc(Br)cs1)C(O)c1ccccc1 (stereo unspecified) | -6 | -8 | 0 | -0.1 | 8 | 18 | -5 | -5 | -8 | 1 | -4
COc1ccc(N2C(=O)NC3CC2(C)Oc2ccccc23)cc1OC (stereo unspecified) | 6 | -3 | 5 | -0.3 | 7 | -5 | 10 | 9 | 2 | -5 | 7
CCOC(=O)N1CCC(NC(=O)C(NS(=O)(=O)c2ccc3c(c2)CCN3C(C)=O)C(C)C)CC1 (stereo unspecified) | 1 | -6 | 6 | 0.7 | 1 | 6 | 8 | 13 | -14 | -7 | -3
O=C(c1ccc(N2C(=O)CCC2=O)cc1)N1CCOCC1 | 2 | -2 | -2 | -0.1 | -18 | 6 | -2 | -5 | -2 | -2 | -2
O=C(CCC1CCCN(C(=O)c2ccoc2)C1)NCc1ccccc1F (stereo unspecified) | 13 | 1 | -11 | -1.2 | -9 | -2 | -6 | -10 | -1 | 0 | -1
O=C(N/N=C/c1ccncc1)C12CC3CC(CC(C3)C1)C2 | -7 | -1 | -32 | -1.3 | 1 | -1 | -9 | 0 | 4 | -8 | -3

Not all compounds are listed. The share of hits here may be higher or lower than overall.
